High-throughput results from PubChem.
PfGluPho inh – PfG6PD enzyme inhibitors, primary screen, biochemical, fluorescence intensity, uHTS; AID 504690, 2011; inhibition, % at 20 µM; 0.78% of 350,000 active; glucose-6-phosphate dehydrogenase-6-phosphogluconolactonase (Plasmodium falciparum 3D7); PfGluPho enzyme, NADPH resazurin-diaphorase fluorescence;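 active = inhibition reaching at least a set limit at 20 µM in the primary screen, cut at about 59% in these data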;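 also: 0% = DMSO wells with substrate and 100% = DMSO wells lacking glucose-6-phosphate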
SENP7 block – SENP7 protease inhibitors, primary screen, biochemical, luminescence, uHTS. 1.5% of 330,000 active. recombinant SENP7, Z-RLRGG-aminoluciferin luminescence, 40 min. inhibition, % at 5 µM. AID 434973, 2010. Sentrin-specific protease 7 (Homo sapiens), Q9BQF6;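 active = inhibition above about 50% at the single test dose, limit read from the data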;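 also: plate controls were DMSO with enzyme for no effect and no enzyme buffer wells for full effect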
Target sequence (Q9BQF6 706-1050 limits assumed): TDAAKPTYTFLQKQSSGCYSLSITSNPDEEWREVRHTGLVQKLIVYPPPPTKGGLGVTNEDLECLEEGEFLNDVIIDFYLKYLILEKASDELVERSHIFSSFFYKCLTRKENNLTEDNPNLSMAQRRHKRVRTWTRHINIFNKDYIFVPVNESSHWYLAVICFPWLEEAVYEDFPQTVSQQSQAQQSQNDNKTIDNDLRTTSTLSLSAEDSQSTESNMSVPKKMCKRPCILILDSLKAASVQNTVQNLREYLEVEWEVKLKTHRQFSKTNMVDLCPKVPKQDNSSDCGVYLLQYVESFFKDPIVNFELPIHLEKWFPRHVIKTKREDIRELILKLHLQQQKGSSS
NR3A LBD binder – binders of NR3A ligand-binding domain, primary screen, biophysical, differential scanning fluorimetry, uHTS; Glutamate receptor ionotropic, NMDA 3A (GRIN3A) ligand-binding domain; NR3A LBD differential scanning fluorimetry, Tm shift; 0% = protein alone, 100% = glycine-bound protein; Tm shift relative to glycine control, % at 25 µM; 2.5% of 340,000 active; AID 1259313, 2017;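 active = melting temperature shift of at least 10% of the positive control shift, at one fixed dose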
SENP6 inh – SENP6 protease inhibitors, primary screen, biochemical, luminescence, uHTS. Sentrin-specific protease 6 (Homo sapiens), Q9GZR1. Recombinant SENP6 catalytic domain, aminoluciferin luminescence. inhibition, % at 10 µM. 1.8% of 330,000 active;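 active = inhibition above about 50% at the single tested dose, limit read from the data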;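 also: plate controls were DMSO wells with enzyme for no effect and DMSO wells lacking enzyme for full effect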
Target sequence (Q9GZR1 628-1112 limits assumed): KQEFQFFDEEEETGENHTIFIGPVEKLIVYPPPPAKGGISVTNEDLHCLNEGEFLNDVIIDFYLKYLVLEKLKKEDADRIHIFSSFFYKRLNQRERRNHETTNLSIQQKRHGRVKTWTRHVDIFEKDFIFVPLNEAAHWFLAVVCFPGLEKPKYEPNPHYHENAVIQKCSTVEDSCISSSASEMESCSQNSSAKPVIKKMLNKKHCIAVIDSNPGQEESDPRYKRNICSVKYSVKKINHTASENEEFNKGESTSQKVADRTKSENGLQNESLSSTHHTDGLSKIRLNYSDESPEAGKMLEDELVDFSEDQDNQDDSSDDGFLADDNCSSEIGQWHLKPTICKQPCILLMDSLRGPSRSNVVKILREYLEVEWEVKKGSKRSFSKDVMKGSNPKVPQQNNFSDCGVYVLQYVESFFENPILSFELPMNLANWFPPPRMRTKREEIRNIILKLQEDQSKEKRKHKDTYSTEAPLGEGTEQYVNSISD
HKDC1 inhibitor – HKDC1 hexokinase inhibitors, primary screen, biochemical, fluorescence, uHTS. Q2TB90. inhibition, % at 20 µM. 0.16% of 340,000 active. recombinant HKDC1, G6PDH/diaphorase resazurin coupled fluorescence. AID 493160, 2011;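 active = inhibition above about 35% when tested at 20 µM, limit read from the data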;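 also: plate controls were DMSO wells with enzyme for no effect and DMSO wells lacking enzyme for full effect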
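Assay system: in-house recombinant HK5 (HKDC1) enzyme. Input: HKDC1 at 5 µg/mL. Medium: Tris pH 8.0 buffer with MgCl2, Tween-20, BSA, BME. Dosing: single 20 µM dose. Schedule: 90 min reaction incubation at room temperature, dark. Signal: resazurin-to-resorufin fluorescence via G6PDH and diaphorase coupling, 525/613 nm. Controls: DMSO-enzyme wells negative, buffer-substituted wells positive.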
SENP8 inh – human SENP8 protease inhibitors, primary screen, biochemical, fluorescence, Nedd8 protein substrate, uHTS. Sentrin-specific protease 8 (Homo sapiens), Q96LD8. recombinant SENP8. inhibition, % at 20 µM. 0.64% of 360,000 active; in the data active = inhibition mostly above about 40%, no sharp cut-off; inactive = mostly below about 27%
Target sequence (Q96LD8 whole entry, looked up): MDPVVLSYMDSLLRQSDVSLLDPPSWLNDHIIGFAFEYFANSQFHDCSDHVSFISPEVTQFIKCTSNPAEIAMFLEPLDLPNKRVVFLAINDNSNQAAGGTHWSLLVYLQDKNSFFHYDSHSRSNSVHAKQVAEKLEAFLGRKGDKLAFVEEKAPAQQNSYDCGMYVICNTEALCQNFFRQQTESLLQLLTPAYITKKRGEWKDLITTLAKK
ATG4B inh – ATG4B protease inhibitors, primary screen, biochemical, fluorescence, uHTS; Cysteine protease ATG4B (Homo sapiens), Q9Y4P1; inhibition, % at 8.33 µM; ATG4B cleavage of LC3-PLA2, NBD-HPC fluorescence, 1 h; 0.51% of 340,000 active; in the data active = inhibition above about 40%
MPTP block – mitochondrial permeability transition pore inhibitors, primary screen, biochemical, isolated mouse mitochondria, absorbance. Ca2+ swelling absorbance, 30 min. AID 602449, 2012. 1.4% of 360,000 active. inhibition, % at 10 µM;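 active = inhibition of 50% or more, scaled per plate between neutral and stimulator controls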;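 also: 0% = DMSO wells given calcium and 100% = 1 mM EGTA wells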
* marks the source's active call; other numbers are inactive results; nt = no result given; & = joins results of further samples.

canonical_smiles,PfGluPho inh,SENP7 block,NR3A LBD binder,SENP6 inh,HKDC1 inhibitor,SENP8 inh,ATG4B inh,MPTP block
CCN1C[C@]2(COC)CC[C@H](OC)[C@@]34C5C[C@H]6C(=O)C5[C@](O)(C[C@H]6OC)[C@@](O)(C(OC)C23)[C@@H]14 (stereo partly drawn),-11,4,0,-14,-3,36,-18,-0.8
COc1cccc(C2(C#N)CCN(C)CC2)c1,-1,1,0,19,2,-1,-9,-2.3
CC1(C)CN=C(NCc2ccccc2)S1,3,nt,0,nt,-3,18,-2,-0.7
COc1cccc(N=Nc2c(O)[nH]c(=S)[nH]c2=O)c1,-2,29,-1,49,3,51*,-4,2.3
Clc1ccccc1CNC1CN2CCC1CC2 (stereo not drawn),24,-4,2,-20,-10,17,-6,-0.1
CC(Cc1ccccc1)N(C)CC1C(=O)C2CCC1C2 (stereo not drawn),-11,nt,1,nt,0,11,10,-3.4
COc1cc(OC)c(OC)cc1C=O,15,9,0,-8,0,-93,-7,0.9
COP(=O)(OC)C1(O)C(=O)Nc2ccc(Br)cc21 (stereo not drawn),-22,3,1,-4,12,10,-6,-1.4
O=C1CC(c2cccnc2)=NN1c1ccc(Cl)cc1Cl,-5,4,-2,-22,-9,12,10,0.0
CCCCCCC(=O)N/N=C/c1c(O)n(C(C)CC)c(=S)[nH]c1=O (stereo not drawn),-35,10,1,-19,-2,10,-2,19
COC1=CC(=O)OC(CCc2ccc3c(c2)OCO3)C1 (stereo not drawn),-6,nt,-1,nt,-6,40*,-26,0.1
COC(=O)N(c1ccc(OC)cc1)P1(=S)OCCC(C)O1 (stereo not drawn),82*,3,2,-4,-24,27,0,-2.4
CCOC(=O)[C@]12Cc3c(cc(OC)c(OC)c3OC)[C@H]1N(Cc1ccccc1)C(=O)c1ccccc12,3,nt,1,nt,0,1,-2,0.7
O=c1c2ccccc2nc(Cc2ccccc2)n1-c1cccc(O)c1,-21,5,1,2,3,7,6,0.2
Cc1cccc(-n2c(-c3ccco3)nc3ccccc3c2=O)c1C,-1,12,-1,-2,-8,6,12,1.2
CN(C)C(=O)On1c(-c2ccccc2)nc2ccc(Cl)cc21,6,6,1,-8,-6,11,2,5.2
O=C1NC(=O)N(c2ccc3c(c2)OCO3)C(=O)/C1=C/c1ccsc1,28,-1,-2,-20,-8,14,1,-2.9
C[C@]12CCC3C(C(=O)C[C@H]4C[C@@H](O)CC[C@]34C)C1CCC2=O (stereo partly drawn),-9,-3,-4,-1,-5,6,-3,-1.2
O=C(Cn1cnc2ccccc2c1=O)NCC(=O)N1CCC2(CC1)OCCO2,0,10,0,-31,0,35,-9,-1.4
CN1CCC2(CC1)C(C#N)=C(N)NC(S)=C2C#N,39&28,15&8,-1&-2,49&11,11&2,-36&-35,-5&-3,-0.8&0.1
C/C(=N\N1CCCCCC1)c1c(O)n(-c2ccc(Cl)cc2)c(=O)[nH]c1=O,-21,8,-4,-5,-9,1,2,-0.3
COC(=O)C1=C(c2cc3ccccc3s2)C[C@@H]2CC[C@H]1N2C(=O)NCCO,-2,3,0,-11,1,12,-5,0.5
CCn1cc(C(=O)NCc2ccccc2)c2ccccc21,3,-1,0,-14,-4,6,-12,1.4
O=C(Cc1ccccc1)N1CCN(Cc2cccc(Cl)c2)CC1,-6,-12,3,-6,-4,7,-11,4.1
C=C1C(O)[C@@H]2O[C@]3(CC[C@H](/C=C/C(C)[C@@H]4CC(C)=CC5(O[C@H](C[C@@](C)(O)C(=O)O)CCC5O)O4)O3)CC[C@H]2O[C@@H]1C(O)CC(C)[C@H]1OC2(CCCCO2)CCC1C (stereo partly drawn),-3,-3,13*,-7,0,nt,7,nt
CC(=NCCc1ccccc1)c1c(O)[nH]c(=O)[nH]c1=O,-10,4,0,-20,-2,9,1,2.5
O=C(O)c1cc2ccccc2oc1=O,4,-3,-1,-1,-4,8,-8,-0.9
COC(=O)C1=C(c2cccc(OC)c2OC)C[C@@H]2CC[C@H]1N2C,2,1,-1,-2,-5,12,-3,0.8
CN(C)CC1CCCCC1OC(=O)Cc1ccc(Cl)c([N+](=O)[O-])c1 (stereo not drawn),8,0,-2,10,-5,6,-1,0.5
CCOc1ccc(-n2c(-c3cccs3)nc3ccccc3c2=O)cc1,13,-4,0,3,-2,-2,49*,2.4

15 entries from above, set out differently.
Values in the order: PfGluPho inh	SENP7 block	NR3A LBD binder	SENP6 inh	HKDC1 inhibitor	SENP8 inh	ATG4B inh	MPTP block
> CCN1C[C@]2(COC)CC[C@H](OC)[C@@]34C5C[C@H]6C(=O)C5[C@](O)(C[C@H]6OC)[C@@](O)(C(OC)C23)[C@@H]14 (stereo partly drawn)
  -11	4	0	-14	-3	36	-18	-0.8
> COc1cccc(C2(C#N)CCN(C)CC2)c1
  -1	1	0	19	2	-1	-9	-2.3
> CC1(C)CN=C(NCc2ccccc2)S1
  3	nt	0	nt	-3	18	-2	-0.7
> COc1cccc(N=Nc2c(O)[nH]c(=S)[nH]c2=O)c1
  -2	29	-1	49	3	51*	-4	2.3
> Clc1ccccc1CNC1CN2CCC1CC2 (stereo not drawn)
  24	-4	2	-20	-10	17	-6	-0.1
> CC(Cc1ccccc1)N(C)CC1C(=O)C2CCC1C2 (stereo not drawn)
  -11	nt	1	nt	0	11	10	-3.4
> COc1cc(OC)c(OC)cc1C=O
  15	9	0	-8	0	-93	-7	0.9
> COP(=O)(OC)C1(O)C(=O)Nc2ccc(Br)cc21 (stereo not drawn)
  -22	3	1	-4	12	10	-6	-1.4
> O=C1CC(c2cccnc2)=NN1c1ccc(Cl)cc1Cl
  -5	4	-2	-22	-9	12	10	0.0
> CCCCCCC(=O)N/N=C/c1c(O)n(C(C)CC)c(=S)[nH]c1=O (stereo not drawn)
  -35	10	1	-19	-2	10	-2	19
> COC1=CC(=O)OC(CCc2ccc3c(c2)OCO3)C1 (stereo not drawn)
  -6	nt	-1	nt	-6	40*	-26	0.1
> COC(=O)N(c1ccc(OC)cc1)P1(=S)OCCC(C)O1 (stereo not drawn)
  82*	3	2	-4	-24	27	0	-2.4
> CCOC(=O)[C@]12Cc3c(cc(OC)c(OC)c3OC)[C@H]1N(Cc1ccccc1)C(=O)c1ccccc12
  3	nt	1	nt	0	1	-2	0.7
> O=c1c2ccccc2nc(Cc2ccccc2)n1-c1cccc(O)c1
  -21	5	1	2	3	7	6	0.2
> Cc1cccc(-n2c(-c3ccco3)nc3ccccc3c2=O)c1C
  -1	12	-1	-2	-8	6	12	1.2

The listing continues.
canonical_smiles,PfGluPho inh,SENP7 block,NR3A LBD binder,SENP6 inh,HKDC1 inhibitor,SENP8 inh,ATG4B inh,MPTP block
Nc1ccnn1C1CCNCC1,-14,-2,-2,-1,5,16,3,-2.2
CC(=NCC1CCCO1)c1c(O)n(-c2ccccc2)c(=O)[nH]c1=O (stereo not drawn),-18,-1,-2,10,-8,28,0,-7.3
CC(=O)CC(C)(C)n1c[n+](C)nn1,-11,7,0,-13,-5,16,2,-0.5
O=C1NC(=O)N(c2ccc(Cl)cc2)C(=O)/C1=C\c1ccc(Sc2nc3ccccc3[nH]2)o1,37,6,-2,14,10,-5,23,47
CCOP(=O)(OCC)C(O)c1ccc2c(c1)OCO2 (stereo not drawn),-11,-4,1,-12,-1,7,2,0.7
O=[N+]([O-])c1ccc(NCCCN2CCOCC2)c2ncccc12,3,5,-2,16,-4,24,-8,-2.3
COc1ccccc1OCCCn1cc(C(=O)C2CC2)c2ccccc21,11,2,-1,-12,2,12,-7,1.6
Cn1c(=O)cc(SCC(=O)N2CCC3(CC2)OCCO3)c2ccccc21,16,nt,4,nt,0,-29,-6,0.4
CN(C)c1ccc(/C=C2/C(=O)NC(=O)N(CCc3ccc(F)cc3)C2=O)cc1,-1,18,4,2,-4,13,-22,7.4
Cc1cc(=O)oc2cc(OCC(=O)N3CCN(Cc4ccccc4)CC3)ccc12,-18,-4,0,-16,-2,-361,-2,0.5
COc1ccc(OC)c(NP(=O)(Oc2ccccc2)Oc2ccccc2)c1,-23,nt,-1,nt,2,17,4,-3.2
CC/C(=N\N1CCCCC1)c1c(O)[nH]c(=O)[nH]c1=O,-4,13,2,2,-4,26,-7,1.8
CC(C)(Cl)[N+](=O)[O-],-12,2,-1,-9,1,6,-2,-1.2
C=CCn1c(=O)c(C=Nc2c(OC)cccc2[N+](=O)[O-])c(O)n(CCCC)c1=O,3,8,-6,4,6,14,6,0.2
CN1CC(C(=O)c2cccs2)C(c2ccc(Cl)cc2)C1 (stereo not drawn),-1,3,-1,-3,-9,12,4,0.1
CNC(C(=O)c1ccccc1)C(OC)c1cccc([N+](=O)[O-])c1 (stereo not drawn),-11,1,-1,9,-7,8,-7,1.2
CC(=O)OC1CCC2(C)C(CC(=O)C3C2CCC2(C)C(OC(C)=O)CCC32)C1 (stereo not drawn),-19,nt,1,nt,1,20,2,-0.4
O=C1CC2OCC=C3CN4CCC56c7cc([N+](=O)[O-])ccc7N1C5C2C3CC46 (stereo not drawn),10,1,0,3,-14,18,1,0.5
O=P(N1CC1)(N1CC1)N1CCc2ccccc21,4,nt,2,nt,-5,7,-2,0.6
Oc1cc(Cl)ccc1Oc1ccc(Cl)cc1Cl,11,4,1,-13,0,24,-14,92*
NCC1(c2ccc3c(c2)OCCO3)CCCC1,-3,-7,-1,-13,4,27,2,-1.1
CCOC(=O)C(O)(c1ccc(N(CC)S(=O)(=O)c2ccc(C)cc2)cc1)C(F)(F)F (stereo not drawn),-4,3,-11,-2,-2,17,2,-0.5
CCC(C)n1c(O)c(/C=N/NC(=O)c2ccncc2)c(=O)[nH]c1=S (stereo not drawn),-4,-12,-9,-4,-16,-390,7,6.9
C[C@]12CC[C@H](O)CC1=CC(=O)C1C2CC[C@]2(C)C(=O)CCC12 (stereo partly drawn),8,-1,3,25,-8,6,-11,2.2
CCN1CCN(C(=O)Cc2coc3cc(C)cc(C)c23)CC1,5,-6,-5,-17,-6,11,-6,-0.6
O=C1NC(=O)N(Cc2ccco2)C(=O)/C1=C/c1ccc(-c2cccc([N+](=O)[O-])c2)o1,90*,2,6,-14,37*,15,9,42
C=CCn1c(O)c(C(CC)=NCc2cc(OC)cc(OC)c2)c(=O)[nH]c1=O,-1,-5,1,-14,4,20,-15,1.3
COc1ccc(O)c(C(C)(C)C)c1,12,5,0,-6,-2,6,1,-1.3
c1ccc2c(c1)[nH]c1cnccc12,22,-2,14*,-8,-3,-405,-1,-0.2
O=[N+]([O-])c1ccc(NC2CCN(Cc3ccccc3)CC2)c2ccncc12,16,39,-1,66*,11,40*,3,0.8

A portion of the library; the hit share may differ from the screen's.
